GSTO1 counter – counter-screen for RBBP9 inhibitors: inhibitors of human GSTO1 | P78417 | inhibition, % at 5.96 µM | recombinant GSTO1, activity-based probe fluorescence polarization | AID 1974 | hit rate 1.1% among 300,000;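 active = inhibition above the campaign mean inhibition plus 3 SD, cut at about 35% in these data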;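 also: 0% = GSTO1-1 with DMSO and 100% = wells lacking GSTO1-1 enzyme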
Target sequence (P78417 whole entry, looked up): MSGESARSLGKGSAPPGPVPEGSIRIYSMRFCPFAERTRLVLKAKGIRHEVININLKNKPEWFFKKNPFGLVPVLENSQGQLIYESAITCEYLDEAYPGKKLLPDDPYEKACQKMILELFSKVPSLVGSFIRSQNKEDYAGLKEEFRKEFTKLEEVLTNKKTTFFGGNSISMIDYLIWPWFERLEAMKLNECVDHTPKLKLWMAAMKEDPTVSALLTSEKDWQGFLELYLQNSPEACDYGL
PAFAH2 inh – PAFAH2 (human) inhibition; Q99487; recombinant PAFAH2, FP-rhodamine activity probe, fluorescence polarization; inhibition, % at 3.39 µM; hit rate 0.99% among 340,000;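 active = inhibition above the mean over all tested compounds plus 3 SD, cut at about 30% in these data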;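 also: inhibitors block probe labeling of enzyme so polarization drops; 0% = enzyme with DMSO and 100% = wells lacking PAFAH2 protein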
PAFAH1B3 inh – blocks human PAF acetylhydrolase 1B catalytic subunit 3; Q15102; recombinant PAFAH1B3, FP-rhodamine probe, fluorescence polarization; inhibition, % at 3.39 µM; hit rate 0.28% among 340,000; AID 492972;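 active = inhibition above the screen-wide average of all tested compounds plus 3 SD, cut at about 25% in these data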;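 also: 0% = enzyme with DMSO only and 100% = wells lacking PAFAH1B3 protein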
LYPLA1 counter – blocks human lysophospholipase 1, a PME1 counter-screen. AID 2174. inhibition, % at 5.9 µM. O75608. recombinant LYPLA1, FP-Rh probe fluorescence polarization. hit rate 0.16% among 320,000;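 active = inhibition above the mean of all tested compounds plus 3 SD, set per campaign, cut at about 14% in these data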;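 also: inhibitors block serine hydrolase probe labeling of LYPLA1 so polarization falls; 0% = enzyme with DMSO and 100% = wells lacking LYPLA1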
LYPLA2 inh – counter-screen for PME1 inhibitors: inhibitors of human LYPLA2. recombinant LYPLA2, FP-Rh probe fluorescence polarization. inhibition, % at 5.9 µM. hit rate 0.38% among 320,000. AID 2177;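 active = inhibition above the screen-wide mean plus 3 SD, limit set per campaign, cut at about 26% in these data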;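 also: 0% = LYPLA2 with DMSO and 100% = wells lacking LYPLA2 enzyme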
pPAFAH FP inh – pPAFAH (human) enzyme inhibition; recombinant pPAFAH, FP-rhodamine probe fluorescence polarization; inhibition, % at 3.39 µM; hit rate 1.5% among 330,000; AID 463082;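 active = inhibition above the mean inhibition across the screen plus 3 SD, cut at about 25% in these data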;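 also: inhibitors block binding of the rhodamine activity-based probe so polarization drops; 0% = enzyme with DMSO and 100% = wells lacking pPAFAH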
Target sequence (Q13093 whole entry, looked up): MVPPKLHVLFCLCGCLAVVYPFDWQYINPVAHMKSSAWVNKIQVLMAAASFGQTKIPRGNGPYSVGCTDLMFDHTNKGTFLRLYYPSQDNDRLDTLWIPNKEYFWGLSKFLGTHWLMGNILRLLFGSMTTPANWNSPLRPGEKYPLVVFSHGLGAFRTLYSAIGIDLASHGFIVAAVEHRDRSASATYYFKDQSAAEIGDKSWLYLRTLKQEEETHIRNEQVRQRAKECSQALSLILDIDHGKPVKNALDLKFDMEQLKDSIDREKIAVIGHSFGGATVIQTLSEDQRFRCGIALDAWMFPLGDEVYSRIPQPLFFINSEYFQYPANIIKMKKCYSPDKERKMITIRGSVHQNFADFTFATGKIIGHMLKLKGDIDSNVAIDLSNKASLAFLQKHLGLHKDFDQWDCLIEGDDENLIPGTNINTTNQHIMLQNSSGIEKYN
PAFAH1B2 FP inh – PAFAH1B2 (human) inhibition | recombinant PAFAH1B2, FP-rhodamine activity probe, fluorescence polarization | hit rate 1.2% among 340,000 | inhibition, % at 3.39 µM;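 active = inhibition above the mean of all tested compounds plus 3 SD, cut at about 24% in these data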;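 also: 0% = enzyme with DMSO and 100% = wells lacking PAFAH1B2; many of its hits are not listed in these tables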
Target sequence (P68402 whole entry, looked up): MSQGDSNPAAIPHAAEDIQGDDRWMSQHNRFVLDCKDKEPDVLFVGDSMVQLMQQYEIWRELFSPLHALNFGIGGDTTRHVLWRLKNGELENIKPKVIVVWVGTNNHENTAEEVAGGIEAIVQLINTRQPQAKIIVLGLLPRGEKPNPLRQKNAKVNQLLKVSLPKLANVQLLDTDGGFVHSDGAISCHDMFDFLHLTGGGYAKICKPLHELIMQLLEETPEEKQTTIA
PAD4 inh – inhibitors of human PAD4. recombinant PAD4, RCA probe fluorescence polarization. inhibition, % at 6.36 µM. hit rate 0.41% among 330,000. AID 485272;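 active = percent inhibition above a cutoff equal to the mean of all tested compounds plus 3 SD, cut at about 15% in these data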;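 also: 0% = PAD4 with RCA probe and DMSO and 100% = probe without PAD4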
PME-1 primary – blocks human protein phosphatase methylesterase 1; Q9Y570; recombinant PME-1, FP-Rh probe fluorescence polarization; inhibition, % at 5.9 µM; hit rate 0.53% among 320,000;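 active = inhibition above the campaign mean of all compounds plus 3 SD, cut at about 26% in these data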;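 also: competitive labeling of PME-1 active site by serine hydrolase directed probe; 0% = PME-1 with DMSO and 100% = wells lacking PME-1 enzyme; inhibitors block probe labeling so polarization falls and inhibition rises; many of its hits are not listed in these tables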
Numbers without * were called inactive; / = no result given. Not all compounds are listed, so the mix of outcomes need not match the whole.

SMILES | GSTO1 counter | PAFAH2 inh | PAFAH1B3 inh | LYPLA1 counter | LYPLA2 inh | pPAFAH FP inh | PAFAH1B2 FP inh | PAD4 inh | PME-1 primary
CCOCCn1c(N2CCCC2)nc2c1c(=O)n(C)c(=O)n2C | -6 | -5 | 3 | -3 | 1 | 6 | -2 | -5 | -1
COc1ccc(C(=O)C2CCCN(S(=O)(=O)c3ccc(C(C)=O)cc3)C2)c(C)c1 (stereo not given) | 7 | -1 | 8 | -1 | 8 | 8 | 0 | 3 | 17
O=C(Cn1nc(-c2ccccc2Cl)ccc1=O)Nc1ccccc1-c1ccccc1 | 8 | -3 | 2 | -5 | -2 | -1 | 4 | -1 | 3
COc1ccc(N(CC(=O)NC2CCCCC2)C(=O)CCC(=O)Nc2nc(C)cs2)cc1 | 3 | -2 | 2 | -2 | 5 | 3 | 1 | 3 | -2
COC(=O)CN(c1ccccc1)S(=O)(=O)c1cc(Br)ccc1OC | 3 | 9 | 12 | 2 | -4 | -4 | 5 | 1 | 3
Cc1cc(N2CCOCC2)n2nc(C)c(-c3ccccc3)c2n1 | 6 | 1 | 6 | 1 | 4 | 10 | -4 | 6 | 1
C=CCNC(=O)/C=C/c1c(F)cccc1Cl | 0 | 7 | 14 | 0 | -5 | -1 | -4 | -2 | -1
CCc1cccc2c(C(=O)CN3C(=O)NC4(CCCCC4)C3=O)c[nH]c12 | / | 7 | 1 | / | / | 8 | 8 | -4 | /
CCOC(=O)C(NC(=O)CC)(Nc1cc(C)on1)C(F)(F)F (stereo not given) | -4 | 0 | 10 | 2 | 0 | 3 | -1 | -1 | 1
CCC(=O)Nc1ccc(C(=O)N/N=C/c2ccc([N+](=O)[O-])cc2)cc1 | -1 | 5 | 7 | -6 | 9 | -1 | 2 | -5 | -2

The final two compounds of the section before open the next one.
SMILES | GSTO1 counter | PAFAH2 inh | PAFAH1B3 inh | LYPLA1 counter | LYPLA2 inh | pPAFAH FP inh | PAFAH1B2 FP inh | PAD4 inh | PME-1 primary
CCOC(=O)C(NC(=O)CC)(Nc1cc(C)on1)C(F)(F)F (stereo not given) | -4 | 0 | 10 | 2 | 0 | 3 | -1 | -1 | 1
CCC(=O)Nc1ccc(C(=O)N/N=C/c2ccc([N+](=O)[O-])cc2)cc1 | -1 | 5 | 7 | -6 | 9 | -1 | 2 | -5 | -2
CCOc1ccccc1NC(=O)/C=C/c1ccccc1[N+](=O)[O-] | 7 | -2 | -9 | 2 | 0 | 8 | 1 | -6 | 0
Cc1ccc([N+](=O)[O-])cc1NC(=O)Cc1ccc(F)cc1 | -5 | 0 | 5 | -3 | 1 | 3 | 1 | 1 | 4
COc1ccc(NC(=S)N/N=C/c2cccn2Cc2ccccc2F)cc1 | 15 | 6 | 0 | -3 | 5 | 6 | 5 | -1 | 1
COc1ccc(CCC(=O)NCCOc2ccccc2Cl)cc1 | 4 | -7 | -1 | 2 | -3 | 1 | 4 | -2 | 4
O=C(NC1CCCCC1)C(c1ccncc1)N(CC1CCCO1)C(=O)C(F)(F)F (stereo not given) | -8 | 41* | 2 | -5 | -1 | -2 | 2 | -9 | -1
Nn1cnc2sc3c(c2c1=O)CCC3 | 7 | -10 | -1 | 1 | 4 | 6 | 2 | -4 | 6
COc1ccc(CCN(C)C(=O)Cc2ccc(-c3ccccc3)cc2)cc1OC | 0 | 0 | -1 | -2 | 7 | 10 | -2 | -6 | -8
CC(NC(=O)C(CC(=O)OC(C)(C)C)NC(=O)OC(C)(C)C)C(N)=O (stereo not given) | -1 | 0 | -2 | -1 | 2 | 7 | 6 | -6 | -6
CCOc1ccc(-c2cc(CCCC(=O)NCCC(C)C)no2)cc1 | 2 | -8 | 6 | -5 | -6 | 1 | 4 | 3 | 0
Cc1ccc(C)c(N2CCN(C(=O)Nc3ccc4c(c3)N(C)C(=O)CS4)CC2)c1 | 0 | 6 | 11 | -5 | 3 | 7 | -1 | 3 | -8
Cc1ccc(NC(=S)N(CCN(C)C)Cc2cc3cc(C)ccc3[nH]c2=O)cc1 | -4 | 0 | 2 | -1 | 6 | 7 | 5 | -2 | 6
COCC(C)NC(C(=O)Nc1cccc(C(C)=O)c1)c1ccccc1 (stereo not given) | 3 | 2 | 1 | -2 | 1 | 0 | -1 | 1 | -2
O=C(COC(=O)c1ccccc1C(=O)c1ccc(Cl)c([N+](=O)[O-])c1)NC1CCCCCC1 | 19 | 62* | 2 | 2 | 13 | 9 | 5 | 3 | 13
COc1cccc(CN2CC(C(=O)NCCn3cccn3)CCC2=O)c1 (stereo not given) | 4 | -4 | 1 | 3 | 3 | 5 | -3 | -2 | 4
Cc1cc(C)nc(N2CCC(C(=O)N3CCN(c4cc(Cl)ccc4C)CC3)CC2)n1 | -5 | -2 | 5 | 1 | 13 | 8 | 0 | -6 | -3
CC[C@]1(C(=O)OC)[C@H]2C(=O)N(C)C(=O)[C@H]2[C@H]2CN=C(SCc3ccc(C#N)cc3)N21 | / | -1 | 1 | / | / | 0 | 22 | -2 | /
CN(C(=O)CNc1ccccc1Cl)C1CCS(=O)(=O)C1 (stereo not given) | / | 1 | 6 | / | / | 0 | 1 | 0 | /
O=C(CSc1ccccc1C(=O)O)NCc1ccccc1 | 14 | -4 | 14 | -6 | -6 | -5 | 3 | -4 | -1
Cc1[nH]n(-c2ccccc2)c(=O)c1/C=N/N1C(=O)c2ccc3c4c(ccc(c24)C1=O)CC3 | 10 | 8 | 4 | 0 | 7 | 3 | 0 | -12 | -2
CCOc1nc(-c2ccccc2Cl)nc2ccccc12 | -4 | / | / | -1 | -4 | 6 | / | -4 | 0
CCCCCc1nc(N)c(C#N)c(-c2ccco2)c1CCCC | -1 | 7 | -2 | 1 | 5 | 1 | 0 | 2 | 1
COc1cc(/C=N/n2c(C3CCCCC3)n[nH]c2=S)cc(Br)c1O | -2 | -2 | 5 | -2 | 0 | 4 | 12 | -3 | 6
CC(C)CC1=NN(C(=O)c2cccnc2)C(O)(C(F)(F)F)C1 (stereo not given) | 2 | 2 | 8 | 3 | 2 | 0 | 4 | -3 | -8
COc1ccccc1/C=C/CN1CCOCC1 | 2 | -1 | -6 | -3 | -7 | 2 | 0 | 4 | 0
COc1ccc(OC)c(-c2cc(C(=O)N3CCc4ccccc4C3)no2)c1 | 6 | -1 | 11 | -2 | -1 | 2 | -4 | 8 | -3
COc1ccc(S(=O)(=O)N2CCC(C(=O)NCc3ccco3)CC2)cc1C | 3 | -8 | 4 | 0 | -2 | -3 | 3 | 0 | 3
CCc1nnc(NC(=O)C2Cc3ccccc3CN2S(=O)(=O)c2ccc(C)cc2)s1 (stereo not given) | -6 | 8 | 4 | -3 | -4 | -4 | 7 | -6 | -11
Cc1cc(C)c(S(=O)(=O)N2CCOC2CNC(=O)C(=O)NCCCN2CCCC2=O)c(C)c1 (stereo not given) | 6 | 1 | 10 | 0 | -2 | 6 | 2 | -2 | -2
O=C(CCC(=O)Nc1ccccc1)NNS(=O)(=O)c1ccccc1[N+](=O)[O-] | 5 | 3 | 1 | 5 | -1 | -2 | 5 | -10 | 0
O=c1[nH]cnc2c1c(-c1ccccc1)cn2-c1ccc(F)cc1 | 0 | -6 | 11 | -6 | 8 | 30* | 3 | 0 | 2

Given with two lines to a compound: 4 of the compounds above.
Every second line gives: GSTO1 counter	PAFAH2 inh	PAFAH1B3 inh	LYPLA1 counter	LYPLA2 inh	pPAFAH FP inh	PAFAH1B2 FP inh	PAD4 inh	PME-1 primary
> Cc1cc(C)nc(N2CCC(C(=O)N3CCN(c4cc(Cl)ccc4C)CC3)CC2)n1
→ -5	-2	5	1	13	8	0	-6	-3
> CCc1cccc2c(C(=O)CN3C(=O)NC4(CCCCC4)C3=O)c[nH]c12
→ /	7	1	/	/	8	8	-4	/
> O=C(CSc1ccccc1C(=O)O)NCc1ccccc1
→ 14	-4	14	-6	-6	-5	3	-4	-1
> Cc1ccc([N+](=O)[O-])cc1NC(=O)Cc1ccc(F)cc1
→ -5	0	5	-3	1	3	1	1	4

Going on with the list.
SMILES | GSTO1 counter | PAFAH2 inh | PAFAH1B3 inh | LYPLA1 counter | LYPLA2 inh | pPAFAH FP inh | PAFAH1B2 FP inh | PAD4 inh | PME-1 primary
COc1ccc(C(=O)Cc2cc(OC)c(OC)cc2C(=O)c2ccccc2F)cc1OC | 2 | -3 | 7 | 3 | -9 | 2 | -1 | 1 | 1
CC(OCC(O)CN1CCCCC1CCO)c1ccc(Cl)cc1 (stereo not given) | 1 | -8 | 2 | -3 | -3 | 2 | 17 | -8 | -1
Cc1ccccc1Nc1nc(N)nc(COC(=O)C(NC(=O)c2ccco2)C(C)C)n1 (stereo not given) | 3 | 2 | 5 | 1 | 1 | 3 | 4 | 5 | 9
CN=C1c2ccccc2CN1c1cccc(C(=O)OC)c1 | 5 | -6 | 4 | 0 | 5 | 3 | -2 | 1 | 2
COc1ccc(CN2C(=O)[C@@H]3C(c4ccc(F)cc4)=NO[C@@H]3C2=O)cc1 | 11 | 6 | 9 | -2 | 1 | 2 | 5 | -2 | 0
Cc1cc(C(=O)Nc2ccc(F)c(Cl)c2)on1 | 2 | 0 | -1 | 0 | -1 | 0 | 0 | 4 | -3
CN1CCCC(OC(=O)/C(C#N)=C/c2ccccc2)C1 (stereo not given) | -11 | 3 | 3 | 2 | -6 | 3 | 0 | -2 | -3
COc1cc2ccc(=O)oc2c(O)c1OCC=C(C)C | 26 | -6 | 0 | 1 | 9 | 7 | -9 | 4 | 2
C[C@@H]1CN([C@@H](C)CO)C(=O)Cc2cc(NC(=O)Nc3ccc(F)cc3)ccc2O[C@@H]1CN(C)Cc1ccc(Cl)c(Cl)c1 | / | -6 | -40 | / | / | -18 | -10 | -2 | /
O=C(c1cnc2c(c1)COc1ccc(Cl)cc1-2)c1ccccc1O | -14 | -5 | 1 | -2 | -1 | -2 | 0 | -3 | -7
O=C(Nc1cccnc1)c1cc(-c2ccc3c(c2)OCO3)on1 | 2 | -44 | -33 | -37 | -75 | -16 | -26 | -6 | -68
Cc1ccc(Cn2nc3c(cc2=O)CCc2ccccc2-3)cc1 | 13 | 4 | 0 | 5 | 3 | -2 | -6 | -2 | 5
Cc1cccc(C)c1OC(=O)CSc1nnc(-c2ccccc2)o1 | 1 | -3 | 6 | -1 | -1 | -8 | 1 | -2 | 1
Cc1nn(CC(=O)OCC(=O)c2ccc(OC(F)F)cc2)c(C)c1[N+](=O)[O-] | / | 1 | 20 | 7 | 10 | -1 | 5 | 6 | -1
COc1ccc(N=CC2=C(O)CCCC2=O)cc1 | 8 | 1 | 5 | 4 | 3 | 0 | 8 | 1 | 6
CCc1cc2cccc(C)c2nc1SCC(=O)N1CCN(C(=O)c2ccco2)CC1 | -2 | 2 | 0 | -3 | 9 | 16 | 2 | -7 | 2
Cc1nn(CC(=O)N2CCN(C34CC5CC(CC(C5)C3)C4)CC2)c(C)c1[N+](=O)[O-] | 2 | 1 | 3 | 3 | -2 | 4 | 12 | -3 | 1
Cc1ccc(OCC(=O)NCCNC(=O)c2ccco2)cc1C | 2 | -5 | 8 | 1 | 4 | -1 | 5 | -4 | -1
COc1ccc2cc(S(=O)(=O)N3CCCCCC3)ccc2c1 | -10 | -1 | 2 | -6 | -7 | 1 | 2 | 7 | -5
Cc1cc2oc(=O)c(CC(=O)NCCCN(C)C)c(C)c2c2occ(C(C)(C)C)c12 | -6 | / | / | -1 | 1 | -2 | / | -1 | -5
